# Source: PubChem (National Center for Advancing Translational Sciences (NCATS))
# p53ts 39C tox – p53ts cell cytotoxicity, nonpermissive temperature | Potency, µM (doses to about 46.1 µM), inactives show at the top dose activity change, negative = cell killing, hits mostly cytotoxic | H1299-p53A138V viability at 39C, ATP luminescence, 24 h | AID 902 | 130,000 compounds, 1.5% hits; further: nearly all actives have a fitted effect of over 55% in size
# p53ts 32C tox – p53ts cell cytotoxicity, permissive temperature; H1299-p53A138V at 32C, ATP luminescence viability, 24 h; Potency, µM (doses to about 46.1 µM), for inactives: top-dose activity change, negative = cytotoxicity, actives largely listed as cytotoxic; 130,000 compounds, 0.93% hits; AID 924;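 further: 0% = DMSO and -100% = full killing by reference compound; nearly all actives have a fitted effect of over 55% in size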
#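 H1299-p53 A138V cells (temperature-sensitive p53) exposed 24 h to up to 46 uM compound at 32C, where p53 is wild-type in conformation. Viability read as ATP luminescence and normalised to DMSO and 100 uM tamoxifen. AC50 fitted with the Hill equation.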
# Peg3 imprint – induces erasure of genomic imprints in mouse ES cells. mouse ES Peg3-LacZ reporter, beta-gal luminescence, 40 h. Potency, µM (doses to about 60.7 µM), inactives show at the top dose activity change, positive = activation, usual class: activators. 110,000 compounds, 0.02% hits;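 further: 0% = negative control wells on the plate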
#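 Gelatin-coated wells received 300 freshly trypsinized female ES cells with a Peg3LacZ-Neo reporter on the maternal allele, then incubated 40 hours at 37C. BetaGlo was added for 5 minutes at room temperature before a single luminescence read.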
# IkB signaling – inhibitors of IkB signaling in ABC-DLBCL cells | 110,000 compounds, 0.04% hits | ABC-DLBCL IkBa-CBG/CBR dual luciferase ratio, 4 h; response scale: scaled: untreated 0%, proteasome inhibitor 100% | AID 445 | Potency, µM (highest dose often 57.1 µM), without a hit: at the top dose IkBa stabilization activation; active means well fitted curve in the direction sought with a large enough effect in the signal ratio, not every such curve was filed as active; inconclusive means small, poorly fitted or top-dose-only effect, or a change in a side signal; the % refers to the signal ratio;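 further: the direction sought is a rising ratio; 0% = basal untreated cells and 100% = reference inhibitor full response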
#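 Curves were fitted separately to fusion (green), unfused (red) and ratio luminescence, then classed by r2, magnitude and activity. Cells: OCI-Ly3, 4 h compound plus doxycycline at 37C; 10 uM MG-132 defined full response.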
# Active calls of the source: *; ? = inconclusive; . = not tested or not shown; [ ] = dose if it differs, or a comment. Unless noted, the call rests on the fitted dose curve; in most records, active means well fitted curve in the direction sought with a large enough effect; inconclusive means small, poorly fitted or top-dose-only effect, or another doubt; inactive means no such curve, though single readings can be large; an effect the other way counts as inactive or inconclusive. Unless noted, on the % scale 0 is the no-effect control and ±100 the full control effect; potency means the concentration at half of the fitted maximal effect.
Molecule | p53ts 39C tox | p53ts 32C tox | Peg3 imprint | IkB signaling
CCn1cc2nc(SCc3cccc(C(F)(F)F)c3)n(Cc3ccc(OC)cc3)c(=O)c2n1 | -8% | 6% | -7%[10.9 µM] | 4.2%
CCn1c(=O)c(=O)[nH]c2cc(C(=O)NC3CCCc4ccccc43)ccc21 (stereo unspecified) | 4% | 4% | -20% | 0.8%
CC1=C(C(=O)N2CCN(c3cc(C)ccc3C)CC2)C2(CCC(C)CC2)OC1=O (stereo unspecified) | -11% | 1% | 21%[10.9 µM] | ?
COC(=O)/C(=C1\OC(=O)C(c2ccccc2)C1=O)c1ccccc1 (stereo unspecified) | -8% | -18% | . | .
CCC(=O)c1cc(F)c(N2CCN(C(=O)Cc3ccccc3)CC2)cc1C | -3% | 1% | -22% | ?
CCN(C#N)c1nc(N(C)C)nc(N(C)C)n1 | 1% | 7% | -19% | -6.3%
CN(C)CCNC(=O)Cn1c(=O)c2cccn2c2ccc(F)cc21 | 24% | -3% | -10%[10.9 µM] | 0.4%
CCOc1ccc(C(=O)Nc2ccc3nc(SCC(=O)N4CCOCC4)sc3c2)cc1 | -24% | -13% | -18%[10.9 µM] | ?
Cc1nc2ccccn2c1-c1csc(NCc2ccco2)n1 | 0% | -3% | -14% | ?
Cc1ccc2c(c1)CCCN2C(=O)c1cccs1 | -3% | -9% | -13% | -0.2%
Cc1ccc2c(=O)cc(C(=O)Nc3c(C)cccc3C)oc2c1 | ? | 6% | -8%[10.9 µM] | ?
COc1cc(OC)c(OC)cc1CNCCNC(=O)c1nonc1N | 0% | 4% | -10% | 0.4%
COc1ccc(NC(=O)CSc2nc3sc(C)c(C)c3c(=O)n2Cc2ccco2)cc1 | -5% | 4% | 0% | 4.1%
Cc1nc2cc(-c3ccc(Cl)cc3)nn2c(C)c1CCC(=O)N1CCN(c2ccccc2)CC1 | 1% | 2% | 8%[10.9 µM] | ?
COc1ccccc1-c1nnc2n(CCc3ccccc3)c(=O)c3ccccc3n12 | 33%[activator] | 1% | -7%[10.9 µM] | 2.7%
Cc1ccc2cc(CN(CCCN3CCOCC3)C(=O)NC3CCCCC3)c(=O)[nH]c2c1C | -4% | -4% | -9% | -1.1%
O=C(/C=N/O)NCc1cccnc1 | -4% | -2% | -29% | 1.4%
CCCCCOC(=O)CSc1ncnc2c1sc1nc(N3CCOCC3)c3c(c12)CCCC3 | 8% | 5% | -3%[10.9 µM] | 1.8%
Cc1ccc(NC(=O)N2CCc3cc(S(=O)(=O)N4CCC(C)CC4)ccc32)cc1 | ? | 2% | -8%[10.9 µM] | 0.1%
CCCCCCn1c(CN2CCC(C)CC2)nc2c1c(=O)n(C)c(=O)n2C | 8% | -17% | -15% | -1.8%
COc1ccc(-c2cnc(N)nc2-c2ccc(OC)cc2O)cc1 | 21% | 37%[activator] | 7% | 1.0%
Cc1ccc(-c2cc(C(F)F)n3ncc(C(=O)N4CCCc5ccccc54)c3n2)cc1 | 4% | 4% | . | .
CCOC(=O)c1ccc(NC(=O)c2cc3c([nH]c2=O)CC(c2ccccc2)CC3=O)cc1 (stereo unspecified) | 8% | 4% | 8%[10.9 µM] | 1.0%
CC(O)CNC(=O)C1CCN(Cc2ccc(OCc3ccccc3)cc2)CC1 (stereo unspecified) | ? | ? | 0% | ?
O=C(C(c1ccccc1)c1ccccc1)N1CCN(CCN2C(=O)c3cccc4cccc(c34)C2=O)CC1 | ? | ? | . | .
COc1ccc(-c2ccc3c(N)c(C(=O)Nc4cccc(C)c4)sc3n2)cc1 | -7% | -19% | -9%[10.9 µM] | 0.6%
CC(=O)NS(=O)(=O)c1ccc(N)cc1 | 5% | -6%[1.84 µM] | 14% | -1.0%
O=C(c1nnc(Cc2ccc(Cl)cc2)o1)N1CCOCC1 | 2% | 3% | -12% | 0.8%
COC(=O)c1ccc(NC(=O)CSc2nnc(Cc3cccn3C)n2-c2ccc(F)cc2)cc1 | -9% | 6% | -2% | 4.2%
Cn1c(Br)nc2c1c(=O)n(CC(O)COc1ccccc1)c(=O)n2C (stereo unspecified) | 11% | 2% | -7% | -0.7%
CCOC(=O)c1cccc(NC(=O)C2CCCN(S(=O)(=O)c3ccc4c(c3)oc(=O)n4C)C2)c1 (stereo unspecified) | -18% | 0% | -18%[10.9 µM] | ?
CC1CN(C(=O)COC(=O)c2cccs2)CC(C)O1 (stereo unspecified) | -14% | -22% | 10% | 0.2%
Cc1ccccc1Nc1cc(C(=O)NCCc2ccc(Cl)cc2)c2ccccc2n1 | -11% | -4% | 18%[10.9 µM] | 1.8%
CN1CCCCCC1=NC1=C(C#N)CCCC1 | -4% | -3% | -1% | 0.1%
COc1ccc(NC(=O)C2=C(C)Nc3nc(SCc4ccccc4C)nn3C2c2cc(OC)c(O)c(OC)c2)cc1 (stereo unspecified) | 21% | 4% | 2%[10.9 µM] | 1.6%
CC(C)C(=O)NC(NC(=S)NC1CCS(=O)(=O)C1)C(Cl)(Cl)Cl (stereo unspecified) | -9% | 7% | . | .
O=C(C1CC1)N1CCc2cc(Br)cc(S(=O)(=O)N3CCN(c4ccccn4)CC3)c21 | -2% | 10% | -10% | 2.1%
COC(=O)c1cc(OC)c(OC)cc1NC(=O)CCc1ccc(C)o1 | -1% | -6% | -12% | -1.0%
Cc1cccc(-n2c(SCCC(=O)O)nnc2-c2cccs2)c1C | 20% | 1% | -3% | 1.1%
C=CCn1c(SCc2csc(C)n2)nc2scc(-c3ccc(C)o3)c2c1=O | 6% | 10% | -16% | 8.0%
CN1C(=O)c2ccc(N(C)C)cc2C1=O | -6% | -14% | . | .
CCN(CC)C(=O)CN1CCC(n2c(C)nc3cc(C(F)(F)F)ccc32)CC1 | -1% | 1% | -1% | 0.2%
C[N+]1(C)CCc2cc(O)c(O)cc2[C@H]1Cc1ccc(O)c(O)c1 | -3%[9.22 µM] | -5%[9.22 µM] | -10%[10.9 µM] | 1.5%[11.4 µM]
CCC(=O)N1CCc2cc(Br)cc(S(=O)(=O)N3CCCC(C(=O)Nc4cccc(C)c4C)C3)c21 (stereo unspecified) | 4% | 4% | -6%[10.9 µM] | 3.5%
COc1ccc(Nc2nc3c(S(=O)(=O)c4ccc(C)cc4)nnn3c3ccsc23)cc1Cl | -18% | -6% | -16%[10.9 µM] | 0.4%
C=CCOc1ccc(C2/C(=C(\O)c3c(C)[nH]c(C(=O)OC)c3C)C(=O)C(=O)N2CCN(C)C)cc1 (stereo unspecified) | 11% | -7% | -11% | 3.4%
c1csc(CCNc2ncnc3sc4c(c23)CCC4)c1 | -2% | 6% | -20% | ?
Cc1ccc(OCC(=O)Nc2ccc(S(=O)(=O)Nc3ncccn3)cc2)c(C(C)(C)C)c1 | 10% | 6% | -9%[10.9 µM] | ?
COc1ccccc1N1CCN(C(=O)Nc2cn(CC(C)C)c(=O)c3ccccc23)CC1 | 4% | -2% | -5%[10.9 µM] | ?
COc1ncc2nc(-c3cccs3)c(=O)n(Cc3ccc(F)cc3)c2n1 | -15% | -15% | -6% | -2.7%[11.4 µM]
COc1ccccc1CNC(=O)c1cc2cccc3c2n1CC(C)S3 (stereo unspecified) | -14% | 11% | 25%[10.9 µM] | 0.9%
COc1cccc(C2=CC(c3ccccc3F)n3ncc(C(=O)Nc4ccc(F)cc4)c3N2)c1 (stereo unspecified) | -16% | 2% | 10%[10.9 µM] | ?
Cc1ccc(N2CC(NC(=O)c3cccc(Cl)c3)CC2=O)cc1C (stereo unspecified) | -25% | 1% | 11%[10.9 µM] | -0.5%
COc1ccc(CCn2c(C)ccc2C)cc1OC | 1% | 12% | . | .
Cc1ccc(C)c(N2CCN(C(=O)CN3C(=O)COc4ccc(S(=O)(=O)N5CCCCCC5)cc43)CC2)c1 | -10% | 10% | -8%[10.9 µM] | ?
CC(C(=O)N1CCCc2ccccc21)N1C(=O)c2ccccc2C1=O (stereo unspecified) | 7% | -3% | . | .
COc1ccc(NC(=O)Cn2nnc(C(=O)NCc3ccccc3Cl)c2N)cc1Cl | 0% | 0% | 6%[10.9 µM] | ?
O=C(NCCCN1CCCC1=O)c1cccs1 | 12% | 1% | . | .
COc1ccc(CC(=O)NCCc2sc(-c3cccc(F)c3)nc2C)cc1 | 0% | 2% | -6%[10.9 µM] | 0.9%
CC(=O)Oc1cccc(N2C(=O)CC(Nc3ccc(N4CCOCC4)cc3)C2=O)c1 (stereo unspecified) | -5% | -12% | -2% | -4.1%

# (list continues)
Molecule | p53ts 39C tox | p53ts 32C tox | Peg3 imprint | IkB signaling
Cc1ccc(C(=O)Nc2ccc(NC(=O)c3cccs3)cc2)cc1C | -4% | -18% | -8%[10.9 µM] | ?
CC(=O)OC(C(=O)NCCc1ccccc1)c1cccnc1 (stereo unspecified) | 8% | 5% | . | 0.6%
CCOc1ccc(C(=O)NCCCn2ccnc2)cc1 | 3% | 7% | -17% | -4.7%
COc1cc2nc(C3CC3)n(NC(=O)c3ccc(F)cc3)c(=O)c2cc1OC | -11% | 3% | 9% | -0.4%
COCCCNC(=O)CSC1=Nc2ccccc2C2=NC(CCC(=O)NCc3ccc(OC)cc3)C(=O)N12 (stereo unspecified) | 2% | 7% | 13%[10.9 µM] | -2.9%
CCOc1cc(S(=O)(=O)Nc2ccc(Cl)cn2)ccc1F | 1% | -3% | -2% | 0.8%
Nc1cc(=O)[nH]n1C1CCN(c2ccccc2)CC1 | -1% | 0% | 1% | 1.5%
N#CC(C#N)=CNCCN1CCN(C=C(C#N)C#N)CC1 | 2%[9.22 µM] | -5%[9.22 µM] | -10%[10.9 µM] | 1.5%[11.4 µM]
CCCCn1cc(C(C)(C)C)c(C#N)c1NC(C)=O | -2% | 3% | -4% | -0.2%
O=C(CSc1nc2c([nH]c3ccccc32)c(=O)n1-c1ccccc1)N1CCc2ccccc21 | -14% | -3% | -4%[10.9 µM] | -2.9%
O=C1CC(c2nc3ccccc3[nH]2)CN1c1ccccc1 (stereo unspecified) | 5% | 4% | -14% | 3.1%
COC(=O)c1[nH]c(C)c(/C(O)=C2\C(=O)C(=O)N(CCN(C)C)C2c2ccccc2OC)c1C (stereo unspecified) | 7% | 4% | -12% | 3.4%

# One compound at a time, from the list above. Order of values: p53ts 39C tox | p53ts 32C tox | Peg3 imprint | IkB signaling
# COc1cc2nc(C3CC3)n(NC(=O)c3ccc(F)cc3)c(=O)c2cc1OC in the list: -11% | 3% | 9% | -0.4%
# Nc1cc(=O)[nH]n1C1CCN(c2ccccc2)CC1 in the list: -1% | 0% | 1% | 1.5%
# COCCCNC(=O)CSC1=Nc2ccccc2C2=NC(CCC(=O)NCc3ccc(OC)cc3)C(=O)N12 (stereo unspecified) in the list: 2% | 7% | 13%[10.9 µM] | -2.9%
# CCOc1cc(S(=O)(=O)Nc2ccc(Cl)cn2)ccc1F in the list: 1% | -3% | -2% | 0.8%
# N#CC(C#N)=CNCCN1CCN(C=C(C#N)C#N)CC1 in the list: 2%[9.22 µM] | -5%[9.22 µM] | -10%[10.9 µM] | 1.5%[11.4 µM]

# Following part
Molecule | p53ts 39C tox | p53ts 32C tox | Peg3 imprint | IkB signaling
CC(=O)c1nccs1 | 5% | 8%[1.84 µM] | -2% | 0.1%
COC(=O)C1CCN(C(c2cccs2)c2sc3nc(C)nn3c2O)CC1 (stereo unspecified) | -12% | -17% | -25% | 1.1%
COC(=O)c1cc2sc(C)cc2n1CC(=O)Nc1ccc(C)c(C)c1 | ? | -5% | -4%[10.9 µM] | -0.2%
CCCC(=O)Nc1cc2nn(-c3ccccc3)nc2cc1C | ? | ? | -26%[10.9 µM] | 0.1%
O=C(NCCc1ccccc1)c1ccc2nc(N3CCCCC3)sc2c1 | 3% | 1% | -3%[10.9 µM] | -0.4%
CCOC(=O)c1cc2sc(C)cc2n1CC(=O)NCCc1ccccc1 | -21% | -18% | -11% | -2.2%
CCS(=O)(=O)N1CCCC(C(=O)NCCCOC(C)C)C1 (stereo unspecified) | -8% | 0% | -4% | 1.6%
Cc1ccc(Cl)cc1NC(=O)Cn1c(SCC(=O)NCc2ccccc2)nc2ccccc21 | -16% | -13% | 9%[10.9 µM] | -0.4%
COc1cc(CN2CCC(C(=O)N3CCN(c4ccccc4F)CC3)CC2)cc(OC)c1OC | -19% | -12% | -17% | 0.6%
Cc1ccccc1CCNC(=O)c1ccc(Cn2c(=O)c3cccn3c3cccnc32)cc1 | ? | -22% | 19%[10.9 µM] | 6.8%
O=C(NC1CC2CCCC(C1)N2C(=O)Nc1ccccc1)c1ccncc1 (stereo unspecified) | 9% | 3% | -3% | 0.2%
